GALR2 antag: GALR2 antagonists in receptor-expressing cells, primary screen; Galanin receptor type 2 (Homo sapiens), O43603; antagonist mode; inhibition, % at 4 µM; actives 0.39% (n = 140,000); AID 828, 2007; in the data active = inhibition above about 27%;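 also: cells stimulated with galanin 1-16 at roughly its EC80; 0% = agonist challenge control and 100% = basal control without agonist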
Target sequence (O43603 whole entry, looked up): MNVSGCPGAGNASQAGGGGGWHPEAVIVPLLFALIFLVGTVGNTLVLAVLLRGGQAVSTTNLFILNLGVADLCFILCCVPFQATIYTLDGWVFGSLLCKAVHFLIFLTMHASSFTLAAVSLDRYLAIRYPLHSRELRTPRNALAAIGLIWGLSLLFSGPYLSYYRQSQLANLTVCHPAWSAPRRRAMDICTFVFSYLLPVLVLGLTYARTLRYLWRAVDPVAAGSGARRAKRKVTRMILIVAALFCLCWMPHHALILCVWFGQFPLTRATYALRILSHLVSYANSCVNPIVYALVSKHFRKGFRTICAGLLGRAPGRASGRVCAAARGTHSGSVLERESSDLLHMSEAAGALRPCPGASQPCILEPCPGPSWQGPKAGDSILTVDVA
Phagocyt inh: inhibitors of macrophage phagocytosis, primary screen, imaging, J774A.1 cells, IgG beads. J774A.1 macrophage IgG-bead phagocytosis. actives 0.07% (n = 110,000). inhibition, % at 5 µM. AID 1029, 2008;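 active = inhibition above the mean of the plate negative controls plus 5 SD, cut at about 13% in these data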;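 also: phagocytic index as fraction of beads internalized from green versus red external bead signal; plate controls were DMSO negative control for no effect and cytochalasin-D positive control for full effect; some results beyond the cut were filed as inactive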
Measles CPE: compounds protecting cells from measles virus cytopathic effect, primary screen, measles RdRp inhibitor project, single point, MLSMR library, absorbance; AID 841, 2007; protection (pct of control), % at 4 µM; Measles virus-infected cells, CPE protection; actives 1.5% (n = 140,000); in the data active = protection mostly above about 24%, no sharp cut-off; inactive = mostly below about 26%; also: some compounds called inactive have numbers as strong as hits
MRP-1 activ: H69AR viability gain despite doxorubicin, primary screen, MRP-1 activator project, H69AR cells, CellTiter-Glo | AID 799, 2007 | actives 0.61% (n = 140,000) | viability increase, % at 10 µM | viability rescue;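 active = viability gain under doxorubicin at or above a set limit, the compound median plus 3 SD, cut at about 4.7% in these data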;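 also: MRP-1 overexpressing cells given doxorubicin 25 µM after compound pretreatment; 18-22 h compound pretreatment then 72 h with doxorubicin before readout; 0% = doxorubicin-only wells and 100% = vehicle-treated cells without doxorubicin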
NPY-Y2 antag: NPY-Y2 receptor antagonists, primary screen, cell-based; inhibition, % at 2.7 µM; actives 0.99% (n = 140,000); NPY-Y2 expressing cells, antagonist mode; in the data active = inhibition above about 17%;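 also: 0% = vehicle with agonist challenge and 100% = reference antagonist with challenge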
Target sequence (P49146 whole entry, looked up): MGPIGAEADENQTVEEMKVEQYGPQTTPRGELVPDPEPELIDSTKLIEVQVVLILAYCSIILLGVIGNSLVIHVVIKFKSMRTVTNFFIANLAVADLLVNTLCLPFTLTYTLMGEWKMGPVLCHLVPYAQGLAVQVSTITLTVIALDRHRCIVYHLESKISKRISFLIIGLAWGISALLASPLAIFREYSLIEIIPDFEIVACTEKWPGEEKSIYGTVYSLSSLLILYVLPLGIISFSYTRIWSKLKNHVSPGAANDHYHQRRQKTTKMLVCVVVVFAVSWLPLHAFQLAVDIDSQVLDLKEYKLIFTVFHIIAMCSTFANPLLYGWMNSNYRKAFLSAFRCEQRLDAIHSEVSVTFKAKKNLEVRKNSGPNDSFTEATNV
HCT116 bCat-KO: primary screen for growth suppressors in beta-catenin knockout HCT116 cells (colon tumor, human); AID 818, 2007; viability, % at 10 µM; HCT116 beta-catenin knockout viability, CellTiter-Glo, 60 h; stronger effect = lower value; actives 1.5% (n = 140,000);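 active = viability at or under a set limit, the compound median less 4 SD, cut at about 6% in these data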;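 also: 0% = Hyamine 1622 control at 20 µM and 100% = untreated cell control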
PTEN del growth: growth suppression of PTEN-null HCT116, primary screen, cell-based, CellTiter-Glo. HCT116 PTEN-null viability, 60 h; stronger effect = lower value. viability, % at 10 µM. actives 1.2% (n = 140,000);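 active = viability at or below a set limit, 4 SD under the median of all tested compounds, cut at about 3.7% in these data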;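 also: PTEN knockout HCT116 line with beta catenin targeted HCT116 as companion control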
E-sel TNF inh: E-selectin induction blockers in HUVEC – imaging, immunofluorescence, high content, primary screen; HUVEC TNFa-induced E-selectin immunofluorescence; inhibition, % at 2 µM; actives 0.71% (n = 120,000); AID 1246, 2008;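 active = inhibition above the batch mean plus 3 SD, and confirmed as a hit on visual image review, cut at about 43% in these data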;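 also: 0% = TNF-stimulated DMSO wells and 100% = unstimulated control wells; not every result past the cut was called active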
Yeast lifespan up: compounds extending yeast replicative lifespan, primary screen, S. cerevisiae, OD615; S. cerevisiae growth with nicotinamide; deaD strain in restrictive glucose medium; inhibition of the nicotinamide effect, % at 10 µM; actives 0.68% (n = 130,000);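 active = inhibition above a set limit, placed 3 SD over the median of all compounds, cut at about 26% in these data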;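 also: 0% = nicotinamide-treated wells and 100% = cells grown without nicotinamide; some compounds called inactive have numbers as strong as hits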
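Test system: DeaD-strain S. cerevisiae / Buffer or medium: restrictive glucose medium / Also added: nicotinamide 1.5 mM / Doses: one concentration, 10 µM, DMSO 0.25% / Schedule: 48 h at 30 °C / Signal: OD615 measurement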
Yeast growth inh: growth inhibitors of yeast BB579 in restrictive medium, primary screen, yeast lifespan-shortening project, S. cerevisiae; OD615, 48 h; inhibition, % at 10 µM; actives 0.51% (n = 140,000);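 active = inhibition above a set limit, 3 SD over the mean compound inhibition, cut at about 44% in these data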; also: inactives centre near -24
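Detection: OD615 turbidity measurement; Material: Saccharomyces cerevisiae DeaD strain BB579, replicative lifespan model yeast; Timing: 48 h exposure, 30 °C; Doses: single 10 µM dose; Medium: CSMM-D restrictive synthetic medium containing dextrose (glucose); Controls: amphotericin B at 10 µg/mL as positive control.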
Numbers without * were called inactive; · = not tested or not shown.

SMILES	GALR2 antag	Phagocyt inh	Measles CPE	MRP-1 activ	NPY-Y2 antag	HCT116 bCat-KO	PTEN del growth	E-sel TNF inh	Yeast lifespan up	Yeast growth inh
COc1ccc(CN2CCN(C(=O)c3cccs3)CC2)c(OC)c1OC	3.8	2.6	1.3	-2.9	2.4	94.8	99.5	-41.8	-4.8	-19.5
CC(C)(C)NC(=O)Cn1ccc(=N)c2ccccc21	-6.4	0.5	4.1	-0.6	2.1	93.8	87.0	-22.7	-5.0	3.9
C/C=C/c1ccc(OCCCNC2CCCC2)c(OC)c1	11.3	·	18.6	-4.4	8.3	65.2	63.5	2.1	-3.6	5.9
CN1CCN(c2ccc(C(=O)c3ccccc3)cc2[N+](=O)[O-])CC1	7.0	-3.6	10.6	-0.4	4.8	90.8	88.0	7.1	0.4	-46.8
CCOc1ccc(N=C2NC(=O)C(CC(=O)O)S2)cc1 (centres undefined)	10.9	·	17.1	-2.4	1.3	91.6	88.5	-14.9	-10.6	-22.7
O=C(C1CCN(C2CC(=O)N(c3ccc(Cl)cc3)C2=O)CC1)N1CCOCC1 (centres undefined)	-2.2	1.6	4.6	-1.3	1.6	94.8	93.8	-8.2	-8.6	2.3
CCn1c(C(C)NC(=O)c2cccc(C)c2)nc2ccccc21 (centres undefined)	13.5	2.5	3.9	0.7	0.3	102.2	107.3	-26.8	-6.7	-70.0
CN(Cc1ccco1)C(=O)c1ccc(N2CCCC2=O)cc1	-6.1	·	8.0	-1.7	0.1	98.8	101.7	·	-8.7	-69.0
OCc1ccnc2c(O)cccc12	13.4	0.4	2.6	-4.7	1.9	3.2*	2.9*	4.4	-14.3	54.3*
O=C(OCc1nc2ccccc2[nH]1)C1CCCCC1	3.3	-5.2	7.7	-1.2	0.9	83.2	95.7	·	0.8	-10.1
O=C(/C=C/c1cccc(Cl)c1)NCCN1CCOCC1	7.3	-4.0	14.8	0.2	-1.0	90.3	110.6	-10.1	1.9	-46.1
O=C1NC2c3ccccc3C(=O)N2c2c1cnn2-c1ccccc1 (centres undefined)	5.7	·	2.5	-4.3	8.2	77.3	78.8	-17.2	12.9	-42.9
COc1cc(C=Nc2cccc(C)c2)c(O)c([N+](=O)[O-])c1	6.1	-3.3	3.2	-2.9	-0.5	91.0	88.6	-1.7	-7.2	37.7
COCc1cc(C)nc(SCC(=O)Nc2ccc(C)c(C)c2)c1C#N	7.8	-0.6	·	-1.4	2.4	95.1	89.1	3.8	-15.8	-1.1
CCCSC1=C(C#N)C(c2cc(OC)ccc2OC)CC(=O)N1 (centres undefined)	-7.8	·	2.5	-2.1	-0.9	87.9	86.9	-27.6	1.8	-22.4
Cc1ccc(SCC(=O)NC(=O)NCc2ccco2)cc1C	5.2	·	5.9	-1.3	5.3	104.5	86.5	·	-8.8	-65.7
CC(C)Cc1n[nH]c(=O)[nH]1	4.5	-0.6	2.7	0.9	2.3	103.4	107.5	10.4	-0.6	-30.2
CSc1nc(N(C)NC(=O)c2ccc(F)cc2)c2ccccc2n1	13.8	0.4	11.3	-0.7	2.8	13.4	13.7	-39.5	11.2	-56.6
CC(C)CN(CC(C)C)C1=N/C(=C\c2ccco2)C(=O)N1c1ccccc1	-13.5	·	29.5	-0.7	6.0	67.2	·	-74.8	3.1	-17.8
O=C(Nc1ccc(Cl)cc1C(F)(F)F)c1ccccc1Cl	-1.5	-9.1	4.2	0.3	4.2	88.5	89.1	·	-1.4	0.4
O=c1cc(-c2ccccc2)nc2nc(-c3ccccc3)[nH]n12	2.5	-0.5	2.8	-5.0	2.4	83.0	92.9	1.1	-1.6	-28.3
CCn1c(CNc2ccc(F)cc2)nnc1SCC(=O)Nc1ccc(OC)cc1OC	2.6	-0.8	21.6	0.1	-0.2	84.9	90.7	·	-8.3	0.8
Cn1nc(C(F)(F)F)c(C(=O)Nc2ccc(F)cc2F)c1Oc1cccc(Cl)c1	-3.8	-1.8	11.5	-1.4	7.0	72.6	68.2	-8.0	1.5	5.6
O=C1c2ccccc2NC(c2ccccn2)N1c1ccccc1F (centres undefined)	6.0	·	5.2	0.5	0.3	94.1	91.6	-10.9	·	7.1
CSc1ccc(C#N)cc1NC(=O)c1cccc(Cl)c1	7.3	·	8.2	-2.1	7.6	85.0	87.9	-8.6	-21.4	-34.6
SMILES	GALR2 antag	Phagocyt inh	Measles CPE	MRP-1 activ	NPY-Y2 antag	HCT116 bCat-KO	PTEN del growth	E-sel TNF inh	Yeast lifespan up	Yeast growth inh
Cc1cccc(OCC(=O)Nc2ccc(N3CCN(S(C)(=O)=O)CC3)cc2)c1C	9.6	-0.2	19.2	-4.0	3.1	75.9	41.8	-2.5	-5.2	-41.1
O=C(CN(CC1CCCO1)S(=O)(=O)c1ccc(S(=O)(=O)NCC2CCCO2)cc1)Nc1ccccc1 (centres undefined)	-0.3	0.2	3.5	-3.0	-3.3	89.0	82.7	-11.7	-1.3	-37.0
O=C(CSc1nnc(CCCO)n1-c1ccccc1)Nc1nccs1	7.6	-1.3	14.0	1.7	0.5	97.7	98.9	-42.5	-4.0	17.0
O=C(CNC(=O)C1CCCCC1)NC1=NCCS1	2.7	0.4	·	-0.1	2.2	100.5	96.8	3.8	-5.5	-18.7
Cc1ccc(CSCCNC(=O)CN2C(=O)c3ccccc3S2(=O)=O)cc1	16.1	·	23.7	0.1	1.0	100.6	101.2	9.7	·	-37.2
COc1ccccc1Cn1c(=O)c2ccccc2n2c(SCc3csc(C)n3)nnc12	-2.1	0.7	2.5	-1.1	-1.9	89.9	88.0	-5.0	-7.8	-82.3
Cc1ncsc1CCOC(=O)c1cccc([N+](=O)[O-])c1	4.3	-8.2	6.3	0.5	0.8	98.6	109.4	·	-3.5	6.7
CCC(=O)Nc1ccc(-c2nc(-c3ccccc3)n(CC(=O)N3CCCCC3)n2)cc1	9.1	-1.2	0.7	-1.0	0.7	88.5	87.0	-33.8	-2.4	-22.3
CCCCn1c(SCC(=O)Nc2cccc(OC)c2)nc2ccc(N3CCOCC3)cc2c1=O	-7.9	2.0	9.1	-0.1	0.6	83.8	78.7	-32.0	1.9	-9.5
Cc1cc(-c2nnco2)c(C)n1-c1ccccc1	12.3	0.3	11.8	-0.1	5.2	88.6	86.4	·	-12.4	-61.6
Cc1cc2cc(CNC(=O)c3ccc4c(c3)OCO4)ccc2n1C	8.3	-0.7	36.4	-1.4	3.2	91.4	96.2	-1.8	-8.3	-33.6
CCc1nc(N)c(C#N)c(-c2ccc(F)cc2)c1C	0.5	-0.7	4.1	-2.5	3.2	94.6	89.3	30.3	-6.0	-38.0
Cn1cc(-c2nc3ccccc3[nH]2)c2ccccc21	20.0	0.7	8.1	-5.4	4.4	70.7	82.4	6.0	-18.1	-47.7
O=C(CCCSc1nc(-c2ccco2)cc(C(F)(F)F)n1)NCc1cccs1	-5.8	-2.3	28.6	-3.6	2.6	86.5	79.7	-22.8	-4.4	-30.7
Cn1nc(C(F)(F)F)c(C(=O)Nc2ccc(C(F)(F)F)cc2)c1Cl	0.7	·	7.5	6.2*	4.3	106.1	95.4	1.5	-15.5	-45.5
CCOc1ccccc1Nc1nc(-c2sc(NC(=O)c3ccc([N+](=O)[O-])cc3)nc2C)cs1	-0.4	·	9.2	-2.9	-0.9	0.8*	1.5*	1.9	-4.0	-35.6
COc1ccccc1NC(=O)Nc1ccc(Br)cn1	20.3	·	24.7	-1.5	2.4	90.3	98.5	-23.0	-9.3	-65.6
CCC(CC)C(=O)Nc1nnc(SCC(=O)N2CCN(c3ccccc3OC)CC2)s1	6.3	-0.3	22.4	0.1	-0.1	90.2	83.1	-24.8	-0.8	-39.6
CCNc1nc(Oc2ccc(=O)n(C)n2)nc(N2CCOCC2)n1	-10.0	-1.1	0.1	-1.1	1.3	90.4	98.2	·	-5.6	0.6
O=C(Nc1ccc(Cl)cc1)N(Cc1nnc2n1CCCCC2)c1ccccc1	-8.1	0.6	21.3	0.1	-0.9	105.3	123.8	27.4	-3.0	-62.3
CC(C)Oc1ccc(C(=O)Nc2ccc(C(F)(F)F)n(C)c2=O)cc1	-8.9	-3.4	6.7	1.0	8.4	99.1	98.5	-8.0	5.3	-14.9
O=C(NCc1ccc2c(c1)OCO2)c1cccc(N2CCCC2=O)c1	-9.3	0.1	16.6	-1.9	1.3	99.1	108.2	20.0	0.5	-55.5
COc1ccc(-c2noc(C3CCCN(C(=O)c4ccccc4OC)C3)n2)cc1OC (centres undefined)	-7.5	2.8	8.8	-2.1	0.9	93.4	97.9	1.3	-22.6	-28.3
CCN(CCNC(=O)Cn1cc2c(n1)CCCC2)c1ccccc1	-7.3	-0.5	4.1	-0.2	-0.1	94.8	97.0	-24.5	-4.4	-39.6
COc1ccc(C2CC3(CC(C)(C)NC(SC)=N3)Oc3cc(O)cc(C)c32)cc1 (centres undefined)	-34.3	9.4	22.2	-4.4	11.3	9.6	12.2	·	6.6	-1.4

3 of the entries above in order of the GALR2 antag value, falling.
molecule | GALR2 antag | Phagocyt inh | Measles CPE | NPY-Y2 antag | E-sel TNF inh | Yeast lifespan up
O=C(/C=C/c1cccc(Cl)c1)NCCN1CCOCC1 | 7.3 | -4.0 | 14.8 | -1.0 | -10.1 | 1.9
CC(C)Cc1n[nH]c(=O)[nH]1 | 4.5 | -0.6 | 2.7 | 2.3 | 10.4 | -0.6
COc1ccc(CN2CCN(C(=O)c3cccs3)CC2)c(OC)c1OC | 3.8 | 2.6 | 1.3 | 2.4 | -41.8 | -4.8

(next part)
SMILES	GALR2 antag	Phagocyt inh	Measles CPE	MRP-1 activ	NPY-Y2 antag	HCT116 bCat-KO	PTEN del growth	E-sel TNF inh	Yeast lifespan up	Yeast growth inh
CCN1C(=O)CC(N2CCC(Cc3ccccc3)CC2)C1=O (centres undefined)	2.6	·	4.2	-0.1	0.7	86.0	92.3	-28.1	-5.1	-6.1
CCOC(=O)C1=NNC(C(=O)c2ccc(C)cc2)C1c1ccc(OC)cc1 (centres undefined)	-18.8	0.1	8.6	-3.2	4.8	99.8	98.8	2.5	-6.2	-31.5
COCc1nnc(NC(=O)c2ccc(S(=O)(=O)N3CCCCCC3)cc2)o1	1.7	·	11.0	-2.9	3.0	31.8	27.9	·	0.8	-43.2
O=C(/C=C/c1ccc(Cl)cc1)NC(=S)Nc1ccc(NC(=O)c2ccco2)cc1	46.4*	·	3.8	-5.4	-0.3	17.2	13.5	·	-6.2	-27.0
Cc1ccc(Cl)cc1N1CCN(C(c2cccnc2)c2nnnn2C2CCCCC2)CC1 (centres undefined)	5.5	-0.6	6.3	-2.4	1.5	75.1	68.0	·	-5.6	-28.8
O=C(/C=C/c1ccccc1)N1CCC[C@H]1CO	0.4	·	4.5	-1.6	-1.7	96.0	96.6	·	1.6	-40.6
O=C(CN1C(=O)NC(Cc2ccccc2)C1=O)NC(=O)NC1CCCCC1 (centres undefined)	0.5	-0.3	24.4	-1.4	-1.1	96.3	102.2	0.7	4.0	-14.9
